Screening results from PubChem.
Growth percent in the NCI-60 one-dose screen (48 h, 10 µM unless noted): 100 = growth as untreated, 0 = no growth, -100 = all killed.
COLO 205 – COLO 205 colon cancer; actives 7.3% (n = 79,000)
NCI-H322M – NCI-H322M lung cancer. actives 2.7% (n = 80,000). AID 1794733
IGROV1 – IGROV1 ovarian cancer; actives 4.7% (n = 79,000)
NCI-H23 – NCI-H23 lung cancer | actives 4% (n = 80,000) | AID 1794731
SK-OV-3 – SK-OV-3 ovarian cancer cells; actives 3.2% (n = 80,000)
NCI-H226 – NCI-H226 lung cancer | actives 3.5% (n = 79,000)
NCI-H522 – NCI-H522 lung cancer | actives 8% (n = 78,000)
NCI-H460 – NCI-H460 lung cancer; actives 6.8% (n = 82,000)
NCI/ADR-RES – NCI/ADR-RES ovarian cells | actives 4.4% (n = 81,000)
* marks the source's active call; other numbers are inactive results; . = not tested or not shown; & = joins results of further samples. How the source made its calls: active means growth percent below 10; inactive means the rest.

item	molecule	SK-OV-3	IGROV1	NCI-H522	COLO 205	NCI-H460	NCI-H226	NCI/ADR-RES	NCI-H23	NCI-H322M
1	C=C(C)[C@@H]1CC[C@]2(COC(C)=O)CC[C@]3(C)[C@H](CC[C@@H]4[C@@]5(C)CCCN(C(C)=O)C(C)(C)[C@@H]5CC[C@]43C)[C@@H]12	111	58	60	-76*	0.0*	45	67	89	61
2	C=C(C)[C@@H]1C[C@H](O)Cc2cc(Cl)ccc2N1	99	110	98	109	110	98	111	103	99
3	O=C(CI)Nc1ccc2[nH]c(=O)cc(C(=O)O)c2c1	110	105	96	147	108	97	106	95	97
4	CCNC(=O)Nc1ccc(NC(=O)c2[nH]c(C)c(Cl)c2Cl)c(OC(C)C)c1	100	96	97	116	102	107	101	96	105
5	O=C(Nc1ccc(I)cc1F)c1cc(Br)ccc1O	-4.8*	16	-7.9*	47	2.6*	.	7.8*	3.4*	7.2*
6	Cc1nc2c(=O)[nH]n(C)c2nc1C	103	126	94	108	105	.	100	97	117
7	Cc1nc(-c2ccc(F)cc2)ccc1NC(=O)Nc1cccc(C(F)(F)F)c1	88	96	41	113	67	83	80	76	85
8	CCOC(=O)N1CCN(c2nc(O)c(/C=C3/C(C(=O)OC)=Nc4ccc(F)cc43)s2)CC1	109	70	81	115	95	91	96	94	82
9	O=c1[nH]cnc2nn(C3OC(CO)C(O)C3O)nc12 (centres undefined)	106&104	107&110	95	115&108	108&108	107&105	107&101	106&100	101&105
10	CC(C)c1cc(C(=O)O)c(O)c(C(C)C)c1.CC(C)c1cc(C(=O)O)c(O)c(C(C)C)c1.[Mn]	110	114	80	112	102	103	118	110	110
11	Cc1nc2ccc(OCc3cn(-c4ccc(F)c(Cl)c4)nn3)cc2c(=O)n1-c1ccccc1	106	114	85	121	.	90	102	101	103
12	Cc1ccc(C)c2c1SC1=NNC(N3CCCCC3)=C(C#N)C(=N)N12	97	84	98	105	99	91	96	91	101
13	CC(C)(C)C(=O)OCOP(=O)(OCOC(=O)C(C)(C)C)C1CCCN(OCc2ccccc2)C1=O (centres undefined)	109	101	101	103	106	99	104	105	103
14	COc1cc(C2CC(=O)c3cc(OC)c(OC)c(OC)c32)cc2c1OCO2 (centres undefined)	108	101	77	101	99	92	96	93	87
15	COc1cc(CNCCN2C(=O)c3ccc4c5c(ccc(c35)C2=O)C(=O)N(CCNCc2cc(OC)c(OC)c(OC)c2)C4=O)cc(OC)c1OC	-97*	-54*	-60*	-72*	-82*	.	-20*	-89*	-68*
16	Clc1ccc(-n2cnc3c(Cl)ncnc32)cc1Cl	100	55	.	92	101	102	107	87	65
17	COc1ccc2c(c1)c(=O)oc1c(C)c(OCC(C)=O)ccc12	110	111	90	128	103	104	98	.	105
18	O=C(Nc1ccc(-n2cc(-c3ccncc3)c(-c3ccc(Cl)c(O)c3)n2)cc1)c1ccc(Cl)c(C(F)(F)F)c1	14	28	.	-1.6*	-74*	89	29	-54*	37
19	COC1=CC(c2ccc[nH]2)=N/C1=C\c1[nH]c(C)c(CCCn2cc(CCC[C@@H]3Cc4cc(O)ccc4C4CC[C@]5(C)[C@@H](O)CC[C@H]5C43)nn2)c1C (some centres undefined)	115	93	71	83	81	91	94	81	110
20	Cc1ccc(=O)n(-c2ccc(-c3nc4ccccc4[nH]3)cc2)c1	87	95	75	97	105	71	102	94	95
21	O=C(O)CCCn1c(O)c(/C=C2/C=c3cc4c(cc3=NC2=O)OCCO4)sc1=S	120	116	95	119	107	109	99	98	97
22	CC1(O)c2ccccc2-c2ccccc2C1(C)O (centres undefined)	108	98	73	126	112	112	106	99	98
23	CC(=O)OC/C=C(C)/C=C/C=C(C)/C=C/C1=C(C)CCCC1(C)C	101	105	100	109	108	105	101	98	100
24	O=C(Nc1cccc(-c2nc3ccccc3c(=O)[nH]2)c1)c1cccnc1	75	74	79	98	85	76	101	82	71
25	N=C1N=C(SCc2nc3ccccc3[nH]2)NC(=O)/C1=C/c1ccc(Br)cc1	125	110	94	117	116	96	103	96	103
26	CC(=O)c1ccc(Cl)c([N+](=O)[O-])c1	117	112	103	115	111	111	106	102	115
27	O=C(/C=C\c1cccc([N+](=O)[O-])c1)/C=C/c1cccc([N+](=O)[O-])c1	96	52	88	103	94	105	92	92	98
28	O=C(Nc1ccc(I)cc1F)c1cc(Cl)ccc1O	4.2*	16	-17*	43	4.0*	.	9.5*	2.0*	8.6*
29	CCOC(=O)C1(C)C(=O)CC2c3nc4ccccc4cc3CN2C1=O (centres undefined)	101	89	96	108	108	89	105	88	93
30	Cn1c2ccccc2c2c3c(c4c5ccccc5[nH]c4c21)C(=O)N(OCCCCCC#N)C3=O	96	94	70	96	88	93	91	97	94
31	COc1ccc(-c2ccnc(SCc3cc4cc(OC)ccc4[nH]c3=O)n2)cc1	45	33	12	16	15	39	-11*	26	48
32	Cc1cc(C)cc(Oc2ccccc2C(=O)O)c1	97	108	80	114	102	103	105	99	100
33	CC(=O)Oc1ccc(CCN2C(=O)CSC2=S)cc1	113	103	62	115	101	89	96	101	100
34	CS(=O)(CCCCN=C=S)=NC(=O)c1c(F)c(F)c(F)c(F)c1F (centres undefined)	97	106	57	89	88	100	103	97	108
35	COc1ccc(C(=O)Cn2cnc3c(Nc4cc(C(=O)Nc5ccc(CCN6CCN(c7ccccc7)CC6)cc5)ccc4C)ncnc32)cc1	101	98	66	100	97	77	95	89	96
36	CCOC(=O)C(CC)(CC(C)C)C(=O)OCC	101	101	95	108	107	103	102	100	108
37	C#CCOc1ccc(/C=N\Nc2nc(-c3ccc(Br)cc3)cs2)cc1OC	95	99	79	88	101	82	99	88	94
38	COc1cccc(-c2c(C#N)c(-c3ccco3)nc3c2c(-c2ccccc2)nn3-c2ccccc2)c1	83	90	79	103	100	99	104	102	109
39	O=S(=O)(NC1C2CC3CC(C2)CC1C3)c1ccc2c(c1)C(=NO)c1cc(S(=O)(=O)NC3C4CC5CC(C4)CC3C5)ccc1-2 (centres undefined)	113	102	97	121	107	102	108	103	98
40	O=C1Nc2ccccc2/C1=C\c1c(-c2ccc(F)cc2)nc2ncccn12	104	92	87	125	108	94	92	102	94
41	CN(CCO)CC(O)Cn1cnc2c(N)ncnc21 (centres undefined)	96	114	101	114	113	100	106	104	114
42	CC(C)(C)C(=O)Nc1nc2c(s1)CCc1ccn(S(=O)(=O)c3ccccc3)c1-2	96	97	67	112	96	92	86	82	83
43	CC(C)CSc1nc(NNC(N)=O)c(C#N)c(-c2ccccc2)n1	98	104	97	124	108	100	103	106	105
44	CC(=O)Oc1csc(N(C(C)=O)c2ccc(Cl)cc2Cl)n1	106	94	94	102	99	98	101	92	95
45	Clc1cccc(Oc2ccc(Nc3ncnc4onc(-c5ccccc5)c34)cc2)c1	.	77	81	113	101	.	92	99	89
46	CCCCSc1nc(NCCc2c[nH]c3ccccc23)c(C#N)c(-c2ccc(F)cc2)n1	83	92	69	58	26	72	58	82	86
47	C=C1C(=O)O[C@H]2[C@H]1CC/C(C=Nc1ccc(C(F)(F)F)cc1N)=C\CC[C@@]1(C)O[C@@H]21	65	28	-57*	-74*	15	43	23	12	54
48	CCn1c(O)c(C=Nc2ccccc2)s/c1=N/Nc1nc(-c2ccc([N+](=O)[O-])cc2)cs1	108	105	77	88	96	89	84	87	113
49	Cc1c(O)c(N=Nc2ccc(C(=O)O)c(O)c2)c2ccccc2c1O	95	-26*	100	119	97	104	110	92	105
50	CCOC(OCC)c1ccc(OC)c(OC)c1	86	106	69	112	112	.	99	98	96

Of the compounds above, these contain a COOH group.
item	molecule	SK-OV-3	IGROV1	NCI-H522	COLO 205	NCI-H460	NCI-H226	NCI/ADR-RES	NCI-H23	NCI-H322M
3	O=C(CI)Nc1ccc2[nH]c(=O)cc(C(=O)O)c2c1	110	105	96	147	108	97	106	95	97
10	CC(C)c1cc(C(=O)O)c(O)c(C(C)C)c1.CC(C)c1cc(C(=O)O)c(O)c(C(C)C)c1.[Mn]	110	114	80	112	102	103	118	110	110
21	O=C(O)CCCn1c(O)c(/C=C2/C=c3cc4c(cc3=NC2=O)OCCO4)sc1=S	120	116	95	119	107	109	99	98	97
32	Cc1cc(C)cc(Oc2ccccc2C(=O)O)c1	97	108	80	114	102	103	105	99	100
49	Cc1c(O)c(N=Nc2ccc(C(=O)O)c(O)c2)c2ccccc2c1O	95	-26*	100	119	97	104	110	92	105

Additional results
item	molecule	SK-OV-3	IGROV1	NCI-H522	COLO 205	NCI-H460	NCI-H226	NCI/ADR-RES	NCI-H23	NCI-H322M
51	Cc1ccc(Cl)cc1NC(=O)CCl	94	64	56	110	98	99	102	74	.
52	Cn1cc(-c2csc(-c3c[nH]c4ccc(F)cc34)n2)c2cnccc21	103	-37*	-79*	-93*	-54*	52	12	49	15
53	CC(=O)[C@H]1CCC2C3C=CC4=CC(=O)CC[C@@]4(C)C3CC[C@@]21C (some centres undefined)	107	107	92	114	106	99	101	105	100
54	Cc1cccc2nnc(-c3ccccc3)n12	121	115	.	118	108	106	107	104	104
55	NS(=O)(=O)c1cccc(Nc2nc(SCC(=O)c3ccc([N+](=O)[O-])cc3)nc3c2CCC3)c1	103	96	83	110	95	75	100	89	102
56	COc1cc(Nc2ccnc(NCCNc3ccnc4cc(Cl)ccc34)n2)cc(OC)c1	75	24	18	2.2*	28	56	68	38	47
57	Cc1cc2nc3c(=O)[nH]c(=O)nc-3n(CC(O)C(O)C(O)C(O)CO)c2cc1C (centres undefined)	103	106	100	108	103	100	105	103	104
58	CN(/N=C/c1ccc(N(C)C)cc1)C(=O)c1ccccc1N	99	83	89	89	76	.	107	97	82
59	C=CC(CN1CCCCC1)OC(=O)C(c1ccccc1)c1ccccc1 (centres undefined)	102	105	95	114	109	98	117	108	98
60	COc1ccc(-c2n[nH]c(=O)nc2-c2ccc(OC)cc2)cc1	113	113	87	106	102	99	98	89	101
61	CCOC(=O)C1CCN(C(=O)c2ccccc2)c2scc(-c3ccccc3)c2C1=O (centres undefined)	95	118	76	110	102	.	89	93	107
62	NNCCc1ccccc1	95&108	97	94&92	103&97	105&115	76&93	91&104	89&103	95
63	COc1cccc(OC2=CC(=O)c3ccc(C)nc3C2=O)c1	.	86	62	.	97	.	91	78	101
64	CCCCCCCCCCC1OCC(C)O1 (centres undefined)	107	104	131	106	104	84	101	99	107
65	O=C1C(C2SC(=S)N(CCc3ccccc3)C2=O)SC(=S)N1CCc1ccccc1 (centres undefined)	106	97	96	108	105	101	102	101	95

Complete entries as entered above. Screens in order: SK-OV-3	IGROV1	NCI-H522	COLO 205	NCI-H460	NCI-H226	NCI/ADR-RES	NCI-H23	NCI-H322M
COc1ccc(-c2n[nH]c(=O)nc2-c2ccc(OC)cc2)cc1 as listed: 113	113	87	106	102	99	98	89	101
CCCCCCCCCCC1OCC(C)O1 (centres undefined) as listed: 107	104	131	106	104	84	101	99	107
Cc1cc2nc3c(=O)[nH]c(=O)nc-3n(CC(O)C(O)C(O)C(O)CO)c2cc1C (centres undefined) as listed: 103	106	100	108	103	100	105	103	104

Laid out differently: 2 of the compounds above
58. CN(/N=C/c1ccc(N(C)C)cc1)C(=O)c1ccccc1N
63. COc1cccc(OC2=CC(=O)c3ccc(C)nc3C2=O)c1

screen / no. | 58 | 63
SK-OV-3 | 99 | .
IGROV1 | 83 | 86
NCI-H522 | 89 | 62
COLO 205 | 89 | .
NCI-H460 | 76 | 97
NCI-H226 | . | .
NCI/ADR-RES | 107 | 91
NCI-H23 | 97 | 78
NCI-H322M | 82 | 101
